Screening data deposited in PubChem BioAssay by Broad Institute.
Xi reactivation = X-chromosome reactivation activator. XiGFP mouse fibroblasts, % GFP-positive cells imaging, 3 d; cells co-treated with 5-aza-dC sensitizer; scaled so ellipticine positive control = 100%. activation, % at 7.58 µM. 0.055% of 360,000 active;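 active = mean normalized replicate activation at least 10% and every replicate at or above 10%; inconclusive = only one of the two criteria met; inactive = mean below 10% and not all replicates reach 10%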;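 also: 0% = median of on-plate neutral control wells and 100% = ellipticine 6 µM median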
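Material: SV40-immortalized XiGFP fibroblast cells, line 68-5-11 | Buffer or medium: DMEM containing 5-aza-dC | Dosing: One concentration, pinned | Times: 3 d treatment, 15 min room-temperature fixation | Controls: Ellipticine 6 µM positive control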
RAD52 anneal inh = blocks human RAD52 DNA annealing. recombinant RAD52 DNA annealing, FRET fluorescence. inhibition, % at 18.7 µM. P43351. 0.46% of 360,000 active;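 active = every replicate showing at least 50% inhibition; inconclusive = mean inhibition at least 50% but not in every replicate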
S100A4 inh HTS = blocks human S100A4 binding to myosin IIA peptide; 0.14% of 360,000 active; AID 652163; P26447; S100A4/TAMRA-MyoIIA peptide fluorescence polarization; inhibition, % at 10.7 µM;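 active = mean inhibition of at least 70% across replicates, with every replicate also reaching that level; inconclusive = mean inhibition reaches 70% but some replicates fall short; inactive = mean inhibition below 70%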
Target sequence (P26447 whole entry, looked up): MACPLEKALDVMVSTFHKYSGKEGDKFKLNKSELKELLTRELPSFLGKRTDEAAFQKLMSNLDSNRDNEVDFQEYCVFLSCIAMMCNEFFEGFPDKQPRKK
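Test system: S100A4 monomer protein; Medium: HEPES pH 7.2 with CaCl2, KCl, NaCl, DTT, Triton; Probe or stimulus: TAMRA-labelled myosin IIA heavy-chain peptide probe, 5 nM; Doses: one dose per compound; Times: polarization read 5 min after assay mix addition, stable 5–60 min; Benchmarks: neutral control DMSO, positive control TFP.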
E-selectin induc = E-selectin induction on HUVECs | HUVEC E-selectin immunofluorescence imaging; normalized: neutral wells 0, TNF-alpha wells 100 | AID 686992 | activation, % at 7.58 µM | 0.37% of 260,000 active | P16581;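 active = mean E-selectin-positive cell signal at least 10% of the positive control, reached in at least 60% of replicates, without over 20% cell loss; inconclusive = no rule given, readout overlaps actives, possibly toxicity-flagged; inactive = the rest, including those meeting only one limit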;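 also: in these data hits start at about 27%; measured in HUVEC primary endothelial cells; signal is the percent of cells scored E-selectin positive by PE staining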
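Assay system: HUVEC, human umbilical vein endothelial cells / Amount: 3,000 HUVEC/well / Controls: TNF-alpha positive control, DMSO neutral control / Compound dosing: single concentration / Medium: EGM-2 over gelatin coat / Evaluation: percent E-selectin-positive cells / Signal: immunofluorescence imaging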
ERAP1 HTS inh = blocks human ERAP1 aminopeptidase activity. recombinant ERAP1, Leu-AMC fluorescence, 60 min. inhibition, % at 10.7 µM. 0.15% of 340,000 active. AID 652197;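 active = mean replicate inhibition of at least 30%, or all replicates individually reaching that 30% level; inactive = mean below 30% and not every replicate reaching it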;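 also: 0% = neutral control wells and 100% = L-leucinethiol positive control wells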
esBAF inh = inhibitors of esBAF chromatin remodeling in mouse ES cells; AID 602393; reporter increase, % at 12.5 µM; 2% of 350,000 active; Bmi1-luciferase knock-in reporter, 24 h; 100% = twice the neutral-well signal; in the data active = activation above about 40%; inconclusive = no clear call, values can overlap the other calls;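 also: 0% = median of the plate's neutral control wells and 100% = double that signal; a rise in the Bmi1 reporter signal indicates esBAF inhibition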
RAD54 inh = blocks human RAD54 Holliday junction branch migration; Q92698; FAM/BHQ fluorescence; inhibition, % at 10.4 µM; 0.14% of 360,000 active;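 active = mean normalized replicate activity at least 40 and at least half of replicates scoring 40 or more; inconclusive = only one of the two criteria met; inactive = mean below 40 and under half of replicates reaching 40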;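 also: 0% = median of neutral control wells and 100% = median of positive control wells; inhibitors cause a drop in the FAM fluorescence signal; in these data hits start at about 50%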
Target sequence (Q92698 whole entry, looked up): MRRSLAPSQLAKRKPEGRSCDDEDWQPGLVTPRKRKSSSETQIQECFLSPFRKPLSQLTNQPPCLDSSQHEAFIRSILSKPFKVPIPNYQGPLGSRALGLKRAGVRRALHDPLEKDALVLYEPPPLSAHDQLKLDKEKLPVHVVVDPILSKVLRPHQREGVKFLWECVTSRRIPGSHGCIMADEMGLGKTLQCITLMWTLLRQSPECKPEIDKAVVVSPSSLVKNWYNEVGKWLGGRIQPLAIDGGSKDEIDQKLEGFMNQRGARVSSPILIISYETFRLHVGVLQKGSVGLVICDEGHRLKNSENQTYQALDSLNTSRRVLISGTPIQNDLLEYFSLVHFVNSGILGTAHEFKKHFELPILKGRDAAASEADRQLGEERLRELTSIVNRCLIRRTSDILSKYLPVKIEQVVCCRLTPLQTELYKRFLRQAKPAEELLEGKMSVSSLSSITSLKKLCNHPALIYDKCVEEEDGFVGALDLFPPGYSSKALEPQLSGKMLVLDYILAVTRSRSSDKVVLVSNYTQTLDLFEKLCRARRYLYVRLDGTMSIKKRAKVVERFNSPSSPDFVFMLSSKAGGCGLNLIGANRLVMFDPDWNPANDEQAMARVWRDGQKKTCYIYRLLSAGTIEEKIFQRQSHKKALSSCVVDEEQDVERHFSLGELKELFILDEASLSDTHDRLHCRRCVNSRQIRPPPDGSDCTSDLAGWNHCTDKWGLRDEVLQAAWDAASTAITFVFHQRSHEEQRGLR
ERp5 block = inhibitors of human ERp5 | Q15084 | ERp5 insulin aggregation, absorbance 650 nm, 90 min | inhibition, % at 9.99 µM | 0.05% of 350,000 active | AID 651711;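 active = mean replicate inhibition above about 25%, with every replicate also reaching it, limit read from the data, passing the limit was not always enough; inconclusive = only one of those two criteria met; inactive = neither criterion met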
* hit, by the source's call; u = inconclusive; x = not tested or not shown; & = joins results of further samples.

SMILES	Xi reactivation	RAD52 anneal inh	S100A4 inh HTS	E-selectin induc	ERAP1 HTS inh	esBAF inh	RAD54 inh	ERp5 block
COC(=O)c1cccc(C(=O)N2CCCC(CCC(=O)N(C)CCc3ccccn3)C2)c1 (configuration not stated)	0.3	-6	-9	-0.1	-4	-2	-5	-2
COc1ccccc1CCC(=O)NNC(=O)c1ccc(Br)cc1	0.0	-6	1	x	4	-3	0	2
CCOC(=O)c1ccc(NC(=O)COc2ccc(CNCCO)cc2OCC)cc1	0.2	-15	-7	-3.0	-2	x	x	-13
CC(C)c1ccc(NC(=O)CSc2nc3ccccc3nc2N2CCCC2)cc1	0.0	-28	-9	x	-1	4	12	-5
CCN(CC)S(=O)(=O)c1ccc(C(=O)NCCN(C)C)cc1	0.0	-9	2	x	-3	x	x	2
O=C(Nc1ccnn1C1CCN(C(=O)c2cnsn2)CC1)c1cccc(F)c1	0.0	-1	-2	x	-2	x	1	-4
CC=Cc1ccc2n(c1=O)C[C@H]1[C@H](CO)[C@@H](C(=O)NC3CCCC3)N[C@@H]21 (mixture of isomers)	0.1	-29	6	-1.8	-7	x	x	-1
C[C@H]1CCCCO[C@@H](CN(C)Cc2ccncc2)[C@@H](C)CN([C@@H](C)CO)C(=O)c2cc(NS(=O)(=O)c3cn(C)cn3)ccc2O1	0.2	4	-21	0.3	0	-5	3	2
CCc1ccccc1NC(=O)CN1CCN(C(=O)CCC(=O)N2CCC(c3ccccc3)=N2)CC1	0.0	13	2	x	0	0	7	2
CN(C)C(=O)c1cccc(-c2ccccc2[C@H]2[C@H](C#N)N(C(=O)C3CCC3)[C@H]2CO)c1	0.0	62*	3	-0.1	4	x	x	-5
CO[C@@H](CN(C)C(=O)c1ccccc1F)[C@@H](C)CN([C@@H](C)CO)S(=O)(=O)c1ccc(Cl)cc1	0.2	5	10	0.0	1	1	2	-1
CCn1nc(C)c([N+](=O)[O-])c1C(=O)NNC(=O)c1ccccc1Cl	0.0	-1	3	x	-2	6	x	-13
COc1ccc(CCNC(=O)c2cnc3ccccc3n2)cc1	0.1	-3	-3	x	-3	5	-4	1
O=C(Cn1ncc2c([nH]c3ccccc32)c1=O)N1CCN(c2ccc(F)cc2)CC1	0.0	12	5	x	3	1	9	-3
CCN(c1ccc(OC)cc1)S(=O)(=O)c1nnc(NC(=O)COc2ccccc2)s1	0.0	-41	-3	x	1	-7	-4	1
COc1ccc(/C=C/C(=O)O)cc1S(=O)(=O)N1CCC(Cc2ccccc2)CC1	0.0	-17	-3	2.7	-2	-3	-3	u
C[C@@H]1CN([C@@H](C)CO)C(=O)c2cc(NC(=O)Nc3ccccc3)ccc2O[C@@H](C)CCCCO[C@@H]1CN(C)Cc1ccccc1	0.1	-38	-17	x	2	-3	-10	8
CCOCCc1nn2c(=O)cc(CSCC(=O)Nc3cc(C)cc(C)c3)nc2s1	0.1	-30	-3	0.0	-6	-3	-3	-2
COc1ccc(CN2C(=O)CCC(C(=O)O)C2c2ccccc2)cc1 (configuration not stated)	0.0	-12	-4	x	-5	-1	4	10
Cc1nc2ccc([N+](=O)[O-])cc2[nH]1	0.0	3	-4	-1.9	0	x	x	-2
CC(C)NC(=O)N(C)C[C@H]1Oc2ncc(C#CC3CC3)cc2C(=O)N([C@H](C)CO)C[C@@H]1C	-0.4	-12	-8	-0.5	-5	-3	3	13
C[C@H]1CN([C@@H](C)CO)C(=O)c2cccc(NS(=O)(=O)c3ccccc3)c2O[C@H]1CN(C)Cc1ccc(C(=O)O)cc1	-0.3	-15	2	-0.1	-2	-3	-4	-4
OC[C@H]1[C@H](c2ccccc2)C2(CN(Cc3cccnc3)C2)N1Cc1ccncc1	0.0	-20	9	-0.1	-1	x	x	-1
COc1ccc(C(=O)c2ccccc2)c(OCC(=O)NC2CC2)c1	0.1	-10	-6	x	7	-5	-2	4
Nn1c(SCC(=O)NC2CCS(=O)(=O)C2)nnc1-c1ccco1 (configuration not stated)	0.1	-14	0	0.2	-1	-7	0	-1
O=C(NCc1ccccc1Cl)NC(=O)c1csc([N+](=O)[O-])c1	0.2	2	1	x	-7	x	x	-5
COc1ccc(-c2cnc3c(c2)C(=O)N([C@H](C)CO)C[C@@H](C)[C@H](CN(C)C(=O)NC2CCCC2)O3)cc1	2.4	x	5	-4.0	-1	6	0	0
COc1cccc(NC(=O)CN(c2cccc(OC)c2)S(C)(=O)=O)c1	0.0	-15	-1	x	-1	x	x	1
Cc1ccccc1-c1cnc2c(c1)C(=O)N([C@H](C)CO)C[C@@H](C)[C@H](CN(C)C(=O)c1ccccc1)O2	-0.9	7	0	0.3	0	3	0	-6
C=CCn1c(SCC(=O)NC2CCS(=O)(=O)C2)nnc1-c1ccncc1 (configuration not stated)	0.2	-12	-2	x	6	x	x	7
C[C@@H]1CN([C@@H](C)CO)C(=O)CCCn2cc(nn2)CO[C@H]1CN(C)C(=O)Nc1ccccc1F	-0.3&-0.1	-3&-2&-9	9&-3&5	-0.2&-0.1	2&-3&1	2&-2	5&1	-2&-3&-4
CCCN(C(=O)c1cc(S(=O)(=O)N(C)c2ccccc2OC)ccc1C)C1CCS(=O)(=O)C1 (configuration not stated)	-0.1	-7	-2	-0.2	1	6	2	4
CO[C@H]1CN(C)C(=O)c2ccc(NC(=O)NC(C)C)cc2OC[C@@H](C)N(Cc2ccccn2)C[C@@H]1C	0.1	-4	7	0.5	1	2	-3	-2
Nn1c(SCC(=O)NC2CCS(=O)(=O)C2)nc2scc(-c3ccccc3)c2c1=O (configuration not stated)	0.3	-9	2	-0.3	2	0	-3	-3
COCCNC(=S)N(C)[C@H]1C[C@H]2c3[nH]c4c(-c5ccc6c(c5)OCO6)cccc4c3CCN2C(=O)[C@H]1[C@H](C)O	0.2	-11	-7	0.6	-1	x	x	-1
CCC(=O)N[C@H]1C=C[C@H](CC(=O)NCc2ccccc2OC)O[C@@H]1CO	0.9	15	5	0.2	-2	-2	-7	-2
Cc1cc(OCC(=O)Nc2sc3c(c2C#N)CC(C)(C)NC3(C)C)c(C(C)C)cc1Cl	0.1	-10	0	x	2	-12	14	-4
COc1ccc(C(=O)NC(=S)NCc2ccco2)cc1	0.1	-9	-3	x	0	x	x	x
C[C@H]1CN([C@@H](C)CO)C(=O)c2cccc(NC(=O)Nc3ccc(C(F)(F)F)cc3)c2O[C@@H]1CN(C)Cc1ccc(Cl)c(Cl)c1	0.3&0.0	3&3	4&-4	0.3	-1&-4	4&-9	-10&5	3&7
COc1ccccc1Nc1nc(N)nc(CSC(=S)N2CCOCC2)n1	0.1	-15	-4	7.8	5	22	2	3
C[C@H](CO)N1C[C@H](C)[C@H](CN(C)CC2CCCCC2)OCCCC[C@H](C)Oc2ccc(NS(=O)(=O)c3ccc(Cl)cc3)cc2C1=O	0.0	x	x	0.3	x	-1	3	x
COc1cc(CO)ccc1Oc1nc2ccccc2n2cnnc12	0.2	-4	0	3.5	4	4	5	5
NS(=O)(=O)c1ccc(CCNS(=O)(=O)c2ccc(Cl)nc2)cc1	-0.1	4	4	x	-3	x	x	-2
CCOc1ccc(-c2nnc(NC(=O)C3CCCC3)o2)cc1	0.0	-12	-3	-0.1	2	22	5	3
CN(C)C=Nc1ccc([N+](=O)[O-])c2ccccc12	0.0	-9	5	x	-2	-4	-2	-3
Cc1noc(C)c1S(=O)(=O)N(C)C[C@@H]1Oc2ccc(N(C)C)cc2CC(=O)N([C@@H](C)CO)C[C@@H]1C	-1.0	-12	22	-0.2	0	-1	-8	2
CC[C@@H]1CC2=C(C(=O)OC(C)(C)O2)[C@H](c2ccc(Cl)cc2)O1	0.0	-13	-8	1.1	x	-7	-9	-10
CC1CCN(C(=S)NC(=O)c2ccc(F)cc2)CC1	0.1	-9	-6	x	-1	1	-2	4
Cc1ccc(S(=O)(=O)N[C@@H]2CC[C@H](CCNC(=O)c3ccccc3F)O[C@@H]2CO)cc1	0.2	4	6	-0.2	0	6	-5	4
C[C@@H]1CN([C@@H](C)CO)C(=O)c2cccc(NC(=O)c3ccncc3)c2O[C@H]1CN(C)CC1CCCCC1	-0.1	2	0	0.1	2	1	-7	-1
CC(C)Nc1nc(NCCO)nc2ccccc12	0.0	-18	-5	2.0	x	x	x	1
COc1ccc(C2=NOC(C)(c3nnc(Cc4ccccc4)o3)C2)cc1 (configuration not stated)	-0.2	-3	6	-0.2	x	9	-5	0
C/C=C/c1cnc2c(c1)C(=O)N([C@@H](C)CO)C[C@@H](C)[C@@H](CN(C)C(=O)CN1CCOCC1)O2	-0.9	9	-3	-0.1	0	-1	1	0
O=C(O)CCCCCN1C(=O)/C(=C\c2ccc(-c3ccc(Cl)cc3)o2)SC1=S	0.7	-26	-12	x	-2	11	4	3
CCN1CCC(O)(/C=C/c2ccc(C)cc2)C(C(=O)/C=C/c2ccc(C)cc2)C1 (configuration not stated)	0.0	18	-1	-0.6	4	13	x	1
O=C(OCCN1C(=O)c2ccccc2C1=O)C1CC(O)CN1S(=O)(=O)c1ccc(Cl)cc1 (configuration not stated)	0.2	-4	3	5.2	-1	-6	x	-1
Cc1ccc(-c2nn[nH]n2)cc1Cl	0.0	-13	0	0.4	x	-2	5	8
CCCc1nc(SCC(=O)N2CCOCC2)c2c(C)c(C)sc2n1	0.1	0	0	x	-1	-2	7	-1
CC1CCc2c(sc3ncnc(NS(=O)(=O)c4cccs4)c23)C1 (configuration not stated)	0.0	2	-1	x	5	7	11	4
COCCSc1nnc(NC(=O)C2CC(=O)N(c3ccc(OC)cc3)C2)s1 (configuration not stated)	0.0	9	-3	1.5	-3	x	x	1
Further compounds follow:
SMILES	Xi reactivation	RAD52 anneal inh	S100A4 inh HTS	E-selectin induc	ERAP1 HTS inh	esBAF inh	RAD54 inh	ERp5 block
Cc1cc(/C=C(\C#N)C(=O)Nc2ccccc2F)c(C)[nH]1	0.2	-43	0	-2.4	3	29	-15	3
C[C@@H]1CN([C@@H](C)CO)C(=O)c2ccccc2-c2ccccc2CO[C@H]1CN(C)C(=O)Nc1ccnc(N2CCOCC2)c1	0.0	-8	3	0.0	-1	10	1	-4
COc1ccc2c3c([nH]c2c1)[C@H](CO)N(Cc1ccccc1F)CC31CCN(CC2CC2)CC1	0.1	-2	-4	-0.5	3	x	x	-3
Cc1ccc(S(=O)(=O)NCc2nnc(SCC(=O)Nc3cccc(C)c3C)n2C)cc1	x	-2	2	x	1	1	1	-1
CN1CCN(C(=O)C[C@H]2CC[C@@H]3[C@H](COC[C@H](O)CN3C(=O)c3ccccc3F)O2)CC1	0.2	x	x	-0.2	x	0	9	x
Cc1ccc(NC(=O)C2CCCN(S(=O)(=O)c3c(C)noc3/C=C/N(C)C)C2)cc1F (configuration not stated)	x	-135	-4	x	3	-1	x	7
CN(Cc1ccccc1)S(=O)(=O)CCNC(=O)c1ccc2c(c1)OCO2	0.0	-10	-1	1.2	-1	-4	-24	-2
